Source: PubChem
FBA Mtb inh = inhibitors of M. tuberculosis fructose-bisphosphate aldolase; purified M. tuberculosis FBA, fluorescence read-out; inhibition, % at 1 µM; P9WQA3; 2.3% of 360,000 active; AID 588726; in the data active = inhibition above about 27%;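 note: 0% = vehicle and 100% = reference inhibitor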
Target sequence (P9WQA3 whole entry, looked up): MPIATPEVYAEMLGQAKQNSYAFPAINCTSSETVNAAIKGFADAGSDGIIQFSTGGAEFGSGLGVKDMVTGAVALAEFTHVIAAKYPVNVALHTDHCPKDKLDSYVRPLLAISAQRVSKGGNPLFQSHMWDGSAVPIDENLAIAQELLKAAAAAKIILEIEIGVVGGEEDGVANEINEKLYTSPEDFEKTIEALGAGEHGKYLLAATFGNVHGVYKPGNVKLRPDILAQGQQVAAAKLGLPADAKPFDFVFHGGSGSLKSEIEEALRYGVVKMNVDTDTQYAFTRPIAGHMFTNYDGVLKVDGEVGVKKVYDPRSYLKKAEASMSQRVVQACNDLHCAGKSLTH
UGM FP inh = Mtb UDP-galactopyranose mutase inhibition | purified UGM, fluorescence polarization probe displacement | P9WIQ1 | inhibition, % at 10 µM | 0.06% of 320,000 active; in the data active = inhibition above about 10%, passing the limit was not always enough
SARS 3CLpro inh = SARS-CoV 3CLpro protease inhibition; inhibition, % at 6 µM; recombinant SARS-CoV 3CLpro, quenched FRET peptide cleavage; AID 1706; 0.14% of 290,000 active; in the data active = inhibition above about 12%
BH1578 lux ind = quorum light induction in luxS cqsA deficient V. cholerae; V. cholerae BH1578 lux reporter, luminescence, 6 h; 0.16% of 350,000 active; activation, % at 18.7 µM; AID 588436; in the data active = activation mostly above about 9.7%, no sharp cut-off; note: not every result past the cut was called active; inactives centre near 0; reference of the scale not given here
SSB-PriA inh = blocks PriA binding to SSB C-terminal tail | 0.6% of 430,000 active | AlphaScreen SSBct-PriA binding, biotinylated peptide | AID 1272365 | inhibition, % at 33 µM; in the data active = inhibition mostly above about 37%, no sharp cut-off; inactive = mostly below about 20%;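 note: plate controls were negative control peptide for no effect and reference peptide for full effect; strong numbers were not always called active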
BioA inh = blocks M. tuberculosis BioA enzyme activity; inhibition, % at 9.99 µM; purified M. tuberculosis BioA enzyme, plate reader; 0.096% of 360,000 active; in the data active = inhibition above about 40%
VHR inh abs = inhibitors of human VHR1 phosphatase (DUSP3); P51452; recombinant VHR phosphatase, pNPP absorbance; inhibition, % at 13.3 µM; 0.52% of 290,000 active; in the data active = inhibition above about 50%; note: some compounds called inactive have numbers as strong as hits
Target sequence (P51452 whole entry, looked up): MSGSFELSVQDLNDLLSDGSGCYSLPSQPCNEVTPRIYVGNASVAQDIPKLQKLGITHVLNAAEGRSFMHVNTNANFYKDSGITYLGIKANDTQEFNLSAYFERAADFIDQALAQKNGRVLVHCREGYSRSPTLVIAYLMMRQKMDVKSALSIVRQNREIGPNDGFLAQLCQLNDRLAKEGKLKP
GDH-TPI counter = inhibits GDH-TPI coupling enzymes, artifact for Mtb FBA screen | GDH-TPI coupled enzyme counterscreen, NADH absorbance | 1.2% of 360,000 active | inhibition, % at 4.8 µM | AID 588335; in the data active = inhibition above about 30%;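 note: 0% = DMSO wells and 100% = wells lacking the enzyme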
MazF activator = increases E. coli MazEF RNase cleavage of RNA; activation, % at 20 µM; 0.32% of 350,000 active; AID 504720; FAM/BHQ RNA-DNA oligo cleavage fluorescence, 5 h; in the data active = activation above about 50%
Target sequence (P0AE70 whole entry, looked up): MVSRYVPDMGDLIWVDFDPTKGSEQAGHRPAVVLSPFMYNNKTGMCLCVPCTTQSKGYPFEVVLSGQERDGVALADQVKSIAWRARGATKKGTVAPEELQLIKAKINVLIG
Rv3671c protease = inhibits the M. tuberculosis serine protease Rv3671c | inhibition, % at 5.96 µM | 0.048% of 320,000 active | P9WHR9; in the data active = inhibition above about 38%;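 note: extracellular domain of Rv3671c used as enzyme; 0% = enzyme with DMSO and 100% = no enzyme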
Target sequence (P9WHR9 whole entry, looked up, the tested form may be a part): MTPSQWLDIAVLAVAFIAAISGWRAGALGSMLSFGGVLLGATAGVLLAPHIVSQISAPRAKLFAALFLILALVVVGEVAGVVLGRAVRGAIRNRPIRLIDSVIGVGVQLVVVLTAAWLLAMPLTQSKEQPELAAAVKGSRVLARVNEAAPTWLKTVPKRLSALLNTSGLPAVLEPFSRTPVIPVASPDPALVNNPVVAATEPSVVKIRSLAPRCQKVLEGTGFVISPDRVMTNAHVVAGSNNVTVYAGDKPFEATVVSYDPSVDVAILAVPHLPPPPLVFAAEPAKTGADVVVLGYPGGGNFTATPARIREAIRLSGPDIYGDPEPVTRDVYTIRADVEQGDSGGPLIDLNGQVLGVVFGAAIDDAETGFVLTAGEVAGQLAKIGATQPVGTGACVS
The depositor's hits bear a star.

Screening CCN(C[C@H]1N[C@@](C)(C(=O)OC)[C@H]2C(=O)N(C)C(=O)[C@@H]12)C(=O)c1ccc(C(C)(C)C)cc1 returned FBA Mtb inh 2.1, BH1578 lux ind inactive, SSB-PriA inh -5.4, BioA inh 1.0, GDH-TPI counter -10.9, MazF activator 1.6 and Rv3671c protease 3.5.
`CC1CCC(C(C)C)C(OC(=O)Cn2c(-c3ccc(Cl)cc3)[n+](C)c3ccccc32)C1` (centres undefined) gave FBA Mtb inh 1.8, UGM FP inh -1.3, SARS 3CLpro inh 2.0, BH1578 lux ind inactive, SSB-PriA inh -1.4, BioA inh 4.0, VHR inh abs 6.2, GDH-TPI counter 3.7, MazF activator 17.4 and Rv3671c protease -6.0.
Cn1c(=O)c2cc(NCc3ccccc3)nnc2n(C)c1=O was read as FBA Mtb inh 0.7, UGM FP inh 2.3, SARS 3CLpro inh -0.1, BH1578 lux ind 3.7, SSB-PriA inh 1.2, BioA inh -3.9, VHR inh abs -0.9, GDH-TPI counter 8.3, MazF activator -2.5 and Rv3671c protease -49.0.
Cc1noc(NS(=O)(=O)c2ccc(NC(=O)CCn3c(=O)oc4ccccc43)cc2)c1C was read as FBA Mtb inh 0.3, UGM FP inh 1.1, SARS 3CLpro inh -0.3, BH1578 lux ind 0.2, SSB-PriA inh -0.1, BioA inh -0.7, VHR inh abs -2.4, GDH-TPI counter 1.0, MazF activator 18.1 and Rv3671c protease 1.0.
`c1ccc(-c2nc(SCc3nc4ccccc4[nH]3)c3oc4ccccc4c3n2)cc1` gave FBA Mtb inh 0.7, UGM FP inh -0.9, BH1578 lux ind -0.1, SSB-PriA inh 4.1, BioA inh -2.7, GDH-TPI counter 1.8, MazF activator -22.4 and Rv3671c protease -54.1.
`Cc1c(C(N)=O)sc2ncn(CC(=O)N3CCC(C)CC3)c(=O)c12` gave FBA Mtb inh -4.7, UGM FP inh 1.4, SARS 3CLpro inh 2.0, BH1578 lux ind -0.2, SSB-PriA inh -16.5, BioA inh 0.5, VHR inh abs -24.8, GDH-TPI counter 6.2, MazF activator -4.9 and Rv3671c protease 4.2.
Screening CCOC(=O)/C(=N\Nc1ccccc1Cl)N1CCN(Cc2ccccc2)CC1 returned FBA Mtb inh 4.0, UGM FP inh 0.7, SARS 3CLpro inh -0.4, BH1578 lux ind -2.0, VHR inh abs 30.5, GDH-TPI counter 15.8, MazF activator -0.9 and Rv3671c protease 6.5.
CCn1cc(S(=O)(=O)NCCc2ccccc2OC)cn1 was read as FBA Mtb inh 1.7, UGM FP inh 2.0, SARS 3CLpro inh 0.2, BH1578 lux ind -0.4, SSB-PriA inh -7.5, BioA inh -4.3, VHR inh abs 19.2, GDH-TPI counter 10.4, MazF activator -1.2 and Rv3671c protease 0.3.
For Cc1ccccc1OCC(=O)N=Nc1c(O)n(C)c2ccccc12 the results were FBA Mtb inh -3.9, UGM FP inh 2.3, SARS 3CLpro inh 6.8, BH1578 lux ind -0.6, SSB-PriA inh -14.1, VHR inh abs 9.3, GDH-TPI counter 20.2, MazF activator 2.1 and Rv3671c protease 4.8.
COc1ccc(Cc2nc(-c3ccc(Br)o3)no2)cc1OC was read as FBA Mtb inh 1.9, UGM FP inh 1.8, SARS 3CLpro inh -2.9, BH1578 lux ind -0.2, SSB-PriA inh -15.4, BioA inh 1.0, VHR inh abs 25.2, GDH-TPI counter 15.8, MazF activator 0.8 and Rv3671c protease 7.0.
COc1cccc(C2c3c(oc4ccc(F)cc4c3=O)C(=O)N2CCN2CCOCC2)c1OC (centres undefined) was read as FBA Mtb inh 0.2, UGM FP inh -1.3, SARS 3CLpro inh 3.1, BH1578 lux ind -0.6, SSB-PriA inh 0.8, BioA inh 2.8, VHR inh abs -14.6, GDH-TPI counter 0.0, MazF activator 16.4 and Rv3671c protease -3.9.
Screening Fc1ccccc1N1CCN(c2nc3ccccc3n3nnnc23)CC1 returned FBA Mtb inh -1.6, UGM FP inh 2.2, SARS 3CLpro inh 3.0, BH1578 lux ind -0.7, SSB-PriA inh -33.5, BioA inh -0.5, VHR inh abs -25.6, GDH-TPI counter -14.6, MazF activator 11.7 and Rv3671c protease -0.3.

Quoted at random: two records from the list.
CCn1cc(S(=O)(=O)NCCc2ccccc2OC)cn1 was read as FBA Mtb inh 1.7, UGM FP inh 2.0, SARS 3CLpro inh 0.2, BH1578 lux ind -0.4, SSB-PriA inh -7.5, BioA inh -4.3, VHR inh abs 19.2, GDH-TPI counter 10.4, MazF activator -1.2 and Rv3671c protease 0.3.
For Cc1ccccc1OCC(=O)N=Nc1c(O)n(C)c2ccccc12 the results were FBA Mtb inh -3.9, UGM FP inh 2.3, SARS 3CLpro inh 6.8, BH1578 lux ind -0.6, SSB-PriA inh -14.1, VHR inh abs 9.3, GDH-TPI counter 20.2, MazF activator 2.1 and Rv3671c protease 4.8.

(further entries)
Screening O=c1c2[nH]c3ccc(Cl)cc3c2ncn1CCN1CCCCC1 returned FBA Mtb inh 1.9, UGM FP inh -1.2, SARS 3CLpro inh 0.1, BH1578 lux ind -12.5, SSB-PriA inh -12.1, VHR inh abs 15.3, GDH-TPI counter -3.5, MazF activator 4.5 and Rv3671c protease 9.3.
For COc1cc(/C=N/NC(=O)c2cc(-c3cccn3C)n[nH]2)cc(OC)c1OC the results were FBA Mtb inh 0.3, UGM FP inh -0.8, SARS 3CLpro inh -2.7, BH1578 lux ind inactive, BioA inh 1.5, VHR inh abs 27.7, GDH-TPI counter 25.4, MazF activator -2.7 and Rv3671c protease -3.7.
For Cn1c(SCC(=O)Nc2ccccc2F)nnc1-c1cccnc1 the results were FBA Mtb inh -0.3, UGM FP inh -1.6, SARS 3CLpro inh 2.9, BH1578 lux ind -0.4, SSB-PriA inh -12.0, BioA inh 5.3, VHR inh abs 23.6, GDH-TPI counter 0.0, MazF activator 6.7 and Rv3671c protease -15.9.
Screening C=C1CCCC2OC(CC3=CC4/C(C)=C/CC(C)CC(/C=C(\C)C(O)C5CC(O)C(O)C(CCC(O)/C=C/C(C)=C/CCC6=NCCC(C3)C64C)O5)OC(=O)CC3OC(C(O)C1)C(O)C3O)CC(O)C2O (centres undefined) returned FBA Mtb inh -3.1, BH1578 lux ind -0.3, BioA inh 0.8 and GDH-TPI counter 0.7.
O=C(NNC(=O)c1cccs1)Nc1cccc(Cl)c1 was read as FBA Mtb inh 2.8, UGM FP inh -0.5, SARS 3CLpro inh 6.4, BH1578 lux ind inactive, SSB-PriA inh -5.9, BioA inh -2.2, VHR inh abs 26.9, GDH-TPI counter 8.8, MazF activator 3.6 and Rv3671c protease -24.4.
Cn1c(/C(C#N)=C/c2ccc(O)cc2)nc2ccccc21 was read as FBA Mtb inh -9.5, UGM FP inh -2.3, SARS 3CLpro inh 2.6, BH1578 lux ind -0.6, SSB-PriA inh -2.5, BioA inh 1.4, VHR inh abs 17.6, GDH-TPI counter 35.8*, MazF activator -7.6 and Rv3671c protease -10.6.
CC(C)(C)c1nc(Sc2ccc([N+](=O)[O-])cn2)n[nH]1 was read as FBA Mtb inh -1.6, UGM FP inh 0.0, SARS 3CLpro inh 5.9, BH1578 lux ind -0.4, SSB-PriA inh 2.2, VHR inh abs -5.1, GDH-TPI counter 10.2, MazF activator -6.3 and Rv3671c protease 1.5.
`CC1(C(=O)Nc2ccc(S(=O)(=O)Nc3ncccn3)cc2)CCCC1` gave FBA Mtb inh 0.6, UGM FP inh -1.5, BH1578 lux ind inactive, SSB-PriA inh 3.2, BioA inh -1.6, GDH-TPI counter 6.0, MazF activator -5.1 and Rv3671c protease 5.3.
Cc1nn(S(=O)(=O)c2ccc([N+](=O)[O-])cc2)c(C)c1Sc1ccccc1 was read as FBA Mtb inh 2.7, UGM FP inh 2.1, SARS 3CLpro inh 0.5, BH1578 lux ind inactive, SSB-PriA inh -15.2, BioA inh -3.5, GDH-TPI counter 6.1, MazF activator -18.7 and Rv3671c protease 0.2.
`O=C1NC(Cc2ccccc2)C(=O)N1Cc1cc([N+](=O)[O-])cc2c1OCOC2` (centres undefined) gave FBA Mtb inh 0.6, UGM FP inh 3.9, SARS 3CLpro inh 2.2, BH1578 lux ind -3.6, SSB-PriA inh -6.3, VHR inh abs 21.7, GDH-TPI counter 28.1, MazF activator -7.2 and Rv3671c protease -5.3.
COc1ccc(Nc2nnc(SCC(=O)Nc3ccc4[nH]c(=O)[nH]c4c3)s2)cc1 was read as FBA Mtb inh 0.6, UGM FP inh 0.8, SARS 3CLpro inh -1.1, BH1578 lux ind -0.2, SSB-PriA inh -12.5, BioA inh -3.5, VHR inh abs 26.4, GDH-TPI counter 10.4, MazF activator -0.1 and Rv3671c protease 1.6.
For CC(=O)N1CCN(S(=O)(=O)c2cccc(C(=O)NC3CCC(C)CC3)c2)CC1 (centres undefined) the results were FBA Mtb inh 14.8, UGM FP inh -0.1, SARS 3CLpro inh 3.3, BH1578 lux ind -1.3, SSB-PriA inh -5.0, VHR inh abs 20.4, GDH-TPI counter 2.2, MazF activator 1.2 and Rv3671c protease 1.2.
Cc1ccc(NC(=O)CCSc2ccccn2)cc1 was read as FBA Mtb inh 0.5, UGM FP inh -0.9, SARS 3CLpro inh -0.6, BH1578 lux ind -0.3, SSB-PriA inh -9.2, BioA inh -0.4, VHR inh abs 1.7, GDH-TPI counter -0.7, MazF activator 2.3 and Rv3671c protease -6.0.
For Cc1ccc(NC(=O)CSc2nc(O)cc(=O)n2-c2ccc(C)cc2)cc1 the results were FBA Mtb inh -0.1, UGM FP inh 1.7, SARS 3CLpro inh 4.1, BH1578 lux ind -0.4, SSB-PriA inh -6.8, BioA inh 6.1, VHR inh abs -25.2, GDH-TPI counter 3.4, MazF activator 5.6 and Rv3671c protease -121.5.
For COc1ccc(CN2CCC2(C)C(=O)NCCNC(C)=O)c2ccccc12 (centres undefined) the results were FBA Mtb inh 0.4, BH1578 lux ind -0.2, BioA inh 1.2 and GDH-TPI counter 0.4.
O=C(O)c1cccc2c1/C(=N/O)c1ccccc1-2 was read as FBA Mtb inh -1.6, UGM FP inh 1.3, BH1578 lux ind -0.8, BioA inh 0.0, GDH-TPI counter 0.8, MazF activator 0.6 and Rv3671c protease 6.8.
Screening N/C(=N/OC(=O)c1ccc(Cl)cc1)c1ncc([N+](=O)[O-])s1 returned FBA Mtb inh -0.1, UGM FP inh 0.0, SARS 3CLpro inh 3.4, BH1578 lux ind -0.4, BioA inh -2.5, VHR inh abs 10.0, GDH-TPI counter 8.6, MazF activator 2.7 and Rv3671c protease 9.7.
For CC(=O)Nc1cccc(C(=O)OCCCOc2ccc(F)cc2)c1 the results were FBA Mtb inh 2.6, UGM FP inh 0.1, SARS 3CLpro inh 7.2, BH1578 lux ind -0.5, SSB-PriA inh -3.9, BioA inh 1.9, VHR inh abs 40.9, GDH-TPI counter 6.5, MazF activator -1.7 and Rv3671c protease -4.7.
`Cc1cccc(C)c1NC(=O)c1ccc(-n2cncn2)nc1` gave FBA Mtb inh 2.0, UGM FP inh 0.4, SARS 3CLpro inh -0.9, BH1578 lux ind inactive, SSB-PriA inh -14.2, BioA inh -2.7, VHR inh abs 1.8, GDH-TPI counter -9.0, MazF activator 7.6 and Rv3671c protease 2.0.
For COc1ccccc1NC(=O)COc1ccc2c(c1)OCO2 the results were FBA Mtb inh -3.5, UGM FP inh 2.1, SARS 3CLpro inh -4.5, BH1578 lux ind 104.5*, SSB-PriA inh -14.2, BioA inh -1.0, VHR inh abs 1.6, GDH-TPI counter 2.1, MazF activator -22.0 and Rv3671c protease -4.1.

3 structures from above, ordered by formula weight, high to low.
For COc1ccc(CN2CCC2(C)C(=O)NCCNC(C)=O)c2ccccc12 (centres undefined) the results were FBA Mtb inh 0.4, BH1578 lux ind -0.2, BioA inh 1.2 and GDH-TPI counter 0.4.
COc1ccc(Cc2nc(-c3ccc(Br)o3)no2)cc1OC was read as FBA Mtb inh 1.9, UGM FP inh 1.8, SARS 3CLpro inh -2.9, BH1578 lux ind -0.2, SSB-PriA inh -15.4, BioA inh 1.0, VHR inh abs 25.2, GDH-TPI counter 15.8, MazF activator 0.8 and Rv3671c protease 7.0.
For Cn1c(SCC(=O)Nc2ccccc2F)nnc1-c1cccnc1 the results were FBA Mtb inh -0.3, UGM FP inh -1.6, SARS 3CLpro inh 2.9, BH1578 lux ind -0.4, SSB-PriA inh -12.0, BioA inh 5.3, VHR inh abs 23.6, GDH-TPI counter 0.0, MazF activator 6.7 and Rv3671c protease -15.9.

Only part of the results is shown; count on the stated rates, not on these rows.
